P. falciparum M17LAP – P. falciparum M17LAP inhibitors, primary screen, biochemical, fluorogenic H-Leu-NHMec substrate, 1536-well (AID 1619). Leucine aminopeptidase (Plasmodium falciparum (isolate 3D7)). recombinant M17LAP, H-Leu-NHMec fluorogenic kinetic assay; higher % means a stronger effect. inhibition, % at 30 µM, or IC50 in µM where a hit was titrated. hit rate 0.38% among 220,000;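 active means compound inhibiting the enzyme by more than half at any dose during confirmatory dose-response retesting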;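 further: plate controls were full reaction with DMSO carrier for no effect and no enzyme background for full effect; strong numbers were not always called active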
ER stress rescue – rescue of cells from ER stress-induced death, primary screen, 384-well, CSM14.1, thapsigargin, ATP luminescence (AID 1222); one-dose cellular ATP content (survival), % at 20 µM; EC50 in µM for titrated hits; 190,000 tested, under 10 active; CSM14.1 thapsigargin-induced death rescue, ATP luminescence; higher % means a stronger effect;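 active means EC50 below 50 µM in the dose-response confirmation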;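 further: death triggered by thapsigargin at about 15 µM added after 2 h compound pretreatment; cell ATP read after overnight thapsigargin exposure of roughly 18 to 22 hours; normalized against plate controls of thapsigargin alone and 5% DMSO vehicle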
LYP phosphatase – inhibitors of LYP phosphatase, biochemical, fluorescence intensity, uHTS (AID 1779); Tyrosine-protein phosphatase non-receptor type 22 (Homo sapiens); recombinant LYP phosphatase, fluorescence intensity; higher % means a stronger effect; inhibition, % at 11.5 µM, or IC50 in µM where a hit was titrated; hit rate 0.054% among 290,000;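 further: plate controls were vehicle with enzyme for no effect and no enzyme for full effect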
AID2073 – inhibitors of Mint1-CaV2.2 protein interaction, biochemical, HTRF (AID 2073); Voltage-dependent N-type calcium channel subunit alpha-1B (Homo sapiens); HTRF protein-protein interaction, Mint1-CaV2.2; higher % means a stronger effect; inhibition, % at 20 µM, or IC50 in µM where a hit was titrated; hit rate 0.19% among 290,000; in the data active means inhibition mostly above about 51%, no sharp cut-off; further: some results filed as inactive read as strong as hits
P. falciparum M1AAP – P. falciparum M1AAP inhibitors, biochemical, fluorogenic H-Leu-NHMec substrate, 1536-well (AID 1445) | Aminopeptidase N (Plasmodium falciparum (isolate 3D7)) | hit rate 0.42% among 220,000 | inhibition, % at 30 µM, or IC50 in µM where a hit was titrated | recombinant M1AAP, H-Leu-NHMec fluorogenic kinetic assay; higher % means a stronger effect;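 active means primary inhibition above the hit cutoff, then over 50% inhibition at one or more dose response concentrations, cut at about 23% in these data, passing the limit was not always enough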;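 further: plate controls were DMSO full reaction for no effect and no enzyme background for full effect; strong numbers were not always called active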
Lipid droplet – inhibitors of hepatocyte lipid droplet formation, primary screen, imaging, high-throughput imaging, BODIPY stain; inhibition, % at 6.5 µM; hit rate 0.4% among 240,000; AML12 mouse hepatocytes, oleate lipid droplets;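 active means lipid droplet intensity inhibited by at least 50%, with more than 500 cells counted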
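Assay system: AML12 mouse liver cells | Compound dosing: One dose, 6.5 µM compound | Read-out basis: Droplet intensity reduction, % inhibition | Measured by: Fluorescence imaging, 20x objective, two fields per well | Schedule: Overnight treatment with compound plus oleate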
XIAP antagonists – XIAP antagonists, biochemical, IAP family, fluorescence polarization (AID 1018); E3 ubiquitin-protein ligase XIAP (Homo sapiens); XIAP BIR domain, fluorescence polarization peptide displacement; higher % means a stronger effect; displacement, % at 20 µM; hits with a dose series show IC50 in µM; hit rate 0.007% among 200,000; in the data active means displacement above about 50%; further: a part of the inactive calls stands beside numbers as strong as those of hits
NOD2 inhibition – NOD2 signaling inhibitors, cell-based, luminescence, uHTS, HEK293 (AID 1566); one-dose inhibition, % at 4 µM; EC50 in µM for titrated hits; hit rate 0.63% among 290,000; HEK293 NOD2/NF-kB luciferase reporter, luminescence; higher % means a stronger effect; further: many of its hits are not listed in these tables
SIAH1 antagonists – Siah-1 peptide-binding antagonists, primary screen, biochemical, fluorescence polarization, rhodamine-plectin, uHTS (AID 1817). Siah-1 / rhodamine-plectin peptide fluorescence polarization; higher % means a stronger effect. displacement, % at 20 µM, or IC50 in µM where a hit was titrated. hit rate 0.02% among 290,000. E3 ubiquitin-protein ligase SIAH1 (Homo sapiens);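 active means displacement of at least 50% at 20 µM, with a fluorescence ratio check between 0.3 and a set limit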;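 further: plate controls were Siah plus tracer with DMSO for no effect and tracer alone without Siah for full effect; strong numbers were not always called active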
Lipid droplet cells 6.5 µM – second read-out of Lipid droplet, no call of its own (marks repeat the call); cell count; measured here: cell count, cytotoxicity flag;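 cells counted across two imaged fields per well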
Starred values were filed as active, the others as inactive; · = not tested or not shown. Unless noted, no stated cut-off is given here; in the data, active means inhibition above about 50%; inactive means the rest.

| cpd | smiles | Lipid droplet cells 6.5 µM | SIAH1 antagonists | XIAP antagonists | ER stress rescue | AID2073 | P. falciparum M17LAP | Lipid droplet | LYP phosphatase | NOD2 inhibition | P. falciparum M1AAP |
| --- | --- | --- | --- | --- | --- | --- | --- | --- | --- | --- | --- |
| 1 | CCN1CCCC1CNC(=O)c1c(O)c2c([nH]c1=O)CCCC2 (stereo not drawn) | 693 | -1% | -4.6% | -2.6% | 1% | -7% | -10 | -3% | 11% | -1% |
| 2 | Cn1ncc(Cl)c1C(=O)NCc1ccc2c(c1)OCO2 | 693 | -1% | · | · | 7% | · | 9 | -4% | 29% | · |
| 3 | O=C(NNC(=S)NCc1ccccc1)c1ccccc1OC(F)F | 717 | -8% | -4.4% | -0.8% | -42% | 21% | -23 | 26% | 21% | -13% |
| 4 | COc1cc(NC(=O)c2ccc(Cl)cc2)c(OC)cc1Cl | 834 | -4% | -1.6% | 1.3% | 3% | -3% | 1 | -5% | -3% | 0% |
| 5 | Cc1cc(C(=O)CSc2nnc3c(Cl)cc(Cl)cn23)c(C)n1C | · | -5% | -4.8% | -3.2% | 12% | -5% | · | -3% | 11% | 10% |
| 6 | CC(C)N(C(=O)Cn1cc(S(=O)(=O)CC(=O)NCc2ccccc2)c2ccccc21)C(C)C | 619 | 4% | · | · | 6% | · | -7 | -9% | 16% | · |
| 7 | O=C(CSc1nc2ccc([N+](=O)[O-])cc2s1)NC1CCS(=O)(=O)C1 (stereo not drawn) | 710 | -4% | -9.7% | -2.0% | -1% | 18% | 2 | 0% | -6% | 2% |
| 8 | CCOC(=O)c1[nH]c(CSc2nnc(-c3ccc(OC)cc3)o2)c(C(=O)OCC)c1C | 773 | 3% | -6.7% | -1.3% | 3% | -12% | 0 | 5% | 3% | -2% |
| 9 | CC1CCCC(NC(=O)COC(=O)CN2C(=O)C3CCCCC3C2=O)C1C (stereo not drawn) | 672 | -2% | -4.1% | -3.7% | 18% | 6% | 12 | 5% | -5% | 5% |
| 10 | CCCNS(=O)(=O)c1ccc(OCC(=O)N2CCCC2)cc1 | 752 | -4% | 2.9% | -1.4% | 13% | 3% | 13 | -2% | -20% | 2% |
| 11 | Cn1cnnc1SCc1ccc(C(=O)n2ncc(C#N)c2N)cc1 | 755 | 2% | -10% | 2.5% | 0% | 6% | 8 | -4% | 8% | 0% |
| 12 | COC(=O)C1(C)NC(c2ccccc2C)C2C(=O)N(c3ccccc3)C(=O)C21 (stereo not drawn) | 792 | 4% | · | · | 1% | · | -10 | -6% | 0% | · |
| 13 | COc1ccc(Cl)cc1C(=O)NNC(=O)CSc1nnnn1C | 720 | 4% | -9.7% | 1.1% | 6% | 19% | 6 | 4% | 6% | -2% |
| 14 | COc1ccc(-c2nnc(SCCC(=O)O)n2-c2ccccc2)cc1 | 783 | -2% | -0.9% | -2.0% | -22% | -11% | 2 | -7% | 16% | -1% |
| 15 | NS(=O)(=O)c1cccc(NC(=O)COC(=O)Cn2cnc3ccccc32)c1 | 713 | 12% | · | · | 2% | 2% | 9 | -8% | 16% | 0% |
| 16 | COc1ccc(/C=C2\C(=O)ON=C2c2ccccc2)cc1OC | 825 | 11% | · | · | 42% | · | 5 | -6% | 15% | · |
| 17 | CC1(C)CC2(CC(c3ccccc3)Oc3cc(O)ccc32)NC(=O)N1 (stereo not drawn) | 719 | 1% | -5.1% | -1.1% | 4% | 3% | 4 | 2% | -1% | 2% |
| 18 | CC(NC(=O)c1sc2ccccc2c1Cl)C1CCCO1 (stereo not drawn) | 644 | 8% | -4.3% | -3.5% | 3% | 8% | 13 | -7% | -44% | -2% |
| 19 | COc1ccc(C(=O)NC(CC(=O)O)c2cc([N+](=O)[O-])ccc2Cl)c(SC)c1 (stereo not drawn) | 742 | -7% | -0.5% | 0.2% | -3% | 1% | 5 | 0% | -3% | 5% |
| 20 | CCOc1ccccc1N1CCN(C(=O)c2ccccc2)CC1 | 700 | -4% | -5.1% | -2.7% | -3% | -1% | -12 | -12% | -6% | 9% |

Limited to P. falciparum M1AAP, for 2 of the compounds above:
no. | structure | P. falciparum M1AAP
17 | CC1(C)CC2(CC(c3ccccc3)Oc3cc(O)ccc32)NC(=O)N1 (stereo not drawn) | 2%
18 | CC(NC(=O)c1sc2ccccc2c1Cl)C1CCCO1 (stereo not drawn) | -2%

Going on with the list.
| cpd | smiles | Lipid droplet cells 6.5 µM | SIAH1 antagonists | XIAP antagonists | ER stress rescue | AID2073 | P. falciparum M17LAP | Lipid droplet | LYP phosphatase | NOD2 inhibition | P. falciparum M1AAP |
| --- | --- | --- | --- | --- | --- | --- | --- | --- | --- | --- | --- |
| 21 | CCN(CC)c1ccc(NC(=O)CCc2nnc3ccc(N4CCCCC4)nn23)c(C)c1 | 801 | 34% | · | · | -1% | · | 3 | -4% | 6% | · |
| 22 | Cc1ccc(/C(CSc2nccn2-c2ncc(C(F)(F)F)cc2Cl)=N\O)cc1 | 677 | 0% | -3.5% | -1.5% | 4% | 9% | 0 | 1% | 17% | 15% |
| 23 | CCC(C)Nc1nc(-c2ccc3c(c2)NC(=O)CO3)cs1 (stereo not drawn) | · | 6% | -6.7% | -0.2% | -20% | -11% | · | -5% | -3% | 2% |
| 24 | O=C(Nc1cccc2ccccc12)N1N=CCC1c1ccccc1 (stereo not drawn) | 743 | -6% | · | · | 13% | 6% | -7 | -2% | -70% | -1% |
| 25 | O=C(COc1ccc2c3c(c(=O)oc2c1)CCCC3)NCc1ccccn1 | 671 | 0% | · | · | 7% | · | -3 | -7% | 5% | · |
| 26 | C(=N\N=C\c1cccnc1)/c1cccnc1 | 615 | 2% | -5.7% | -4.3% | -3% | 4% | 29 | 0% | 15% | 2% |
| 27 | O=C(Nc1ccc(N2CCCC2)c(Cl)c1)c1ccc([N+](=O)[O-])cc1 | 566 | -2% | -3.6% | -2.5% | 2% | -8% | -10 | 0% | -6% | 9% |
| 28 | Cc1ccc(Nc2nnc(SCC(=O)Nc3cccc(S(=O)(=O)NC4=NCCCCC4)c3)s2)c(C)c1 | 637 | 1% | -3.6% | -1.1% | -5% | 48% | -12 | -3% | 14% | 9% |
| 29 | COc1ccc(Cc2nc(C(=O)Nc3ccc(OC)cc3)cs2)cc1 | 870 | -8% | -4.8% | -2.1% | 32% | -4% | 0 | -10% | 29% | -1% |
| 30 | CCCC(=O)OCC(=O)Nc1ccc([N+](=O)[O-])cc1C#N | 701 | -3% | · | · | 4% | 0% | 5 | -4% | 11% | 6% |
| 31 | CS(=O)(=O)N(Cc1ccc(C(=O)NN=C2CCCC2)cc1)c1ccccc1 | 599 | -2% | -3.7% | -1.0% | 0% | 3% | -7 | -5% | -12% | 4% |
| 32 | CC(O)c1ccc(-n2cnnn2)cc1 (stereo not drawn) | 673 | 20% | 2.9% | -1.1% | 2% | -21% | 0 | 0% | 0% | 0% |
| 33 | CC1CC1C(=O)Nc1nc2ccc(S(C)(=O)=O)cc2s1 (stereo not drawn) | 791 | -2% | · | · | 6% | · | 11 | -9% | -138% | · |
| 34 | Cn1ccnc1C(=O)c1ccc(NN)c([N+](=O)[O-])c1 | 719 | 0% | -6.1% | 0.4% | -9% | 11% | 2 | -2% | 4% | 10% |
| 35 | Cc1nn(C2CCS(=O)(=O)C2)c(Cl)c1/C=C/C(=O)OCC(N)=O (stereo not drawn) | 677 | 7% | · | · | 4% | 0% | 2 | -5% | 8% | 1% |
| 36 | Cc1ccc(-c2noc(CNC(=O)COc3ccccc3C)n2)cc1 | 821 | -5% | · | · | 3% | · | -2 | -8% | -15% | · |
| 37 | Cc1ccc(C)c2[nH]c(=O)c(CN(CCN3CCCC3)C(=O)Nc3ccc(F)cc3)cc12 | · | 0% | -2.0% | 0.2% | 2% | -2% | · | 8% | -7% | 5% |
| 38 | O=C(NCc1ccco1)c1cc(-c2ccccc2)c(N2CCOCC2)s1 | · | 3% | -4.7% | -1.9% | 20% | 17% | · | 0% | 22% | 6% |
| 39 | CCCc1nc(-c2ccc(-c3ccc(F)cc3)cc2)no1 | · | 2% | -4.2% | -1.4% | 2% | 3% | · | -5% | -15% | 1% |
| 40 | Cc1ccccc1N1C(=O)c2ccccc2C1Nc1cccnc1 (stereo not drawn) | · | 0% | -3.1% | 0.5% | 9% | -1% | · | -8% | 6% | 6% |

6 compounds out of the list, ordered by SMILES length, highest first:
| cpd | smiles | Lipid droplet cells 6.5 µM | SIAH1 antagonists | XIAP antagonists | ER stress rescue | AID2073 | P. falciparum M17LAP | Lipid droplet | LYP phosphatase | NOD2 inhibition | P. falciparum M1AAP |
| --- | --- | --- | --- | --- | --- | --- | --- | --- | --- | --- | --- |
| 21 | CCN(CC)c1ccc(NC(=O)CCc2nnc3ccc(N4CCCCC4)nn23)c(C)c1 | 801 | 34% | · | · | -1% | · | 3 | -4% | 6% | · |
| 27 | O=C(Nc1ccc(N2CCCC2)c(Cl)c1)c1ccc([N+](=O)[O-])cc1 | 566 | -2% | -3.6% | -2.5% | 2% | -8% | -10 | 0% | -6% | 9% |
| 38 | O=C(NCc1ccco1)c1cc(-c2ccccc2)c(N2CCOCC2)s1 | · | 3% | -4.7% | -1.9% | 20% | 17% | · | 0% | 22% | 6% |
| 30 | CCCC(=O)OCC(=O)Nc1ccc([N+](=O)[O-])cc1C#N | 701 | -3% | · | · | 4% | 0% | 5 | -4% | 11% | 6% |
| 36 | Cc1ccc(-c2noc(CNC(=O)COc3ccccc3C)n2)cc1 | 821 | -5% | · | · | 3% | · | -2 | -8% | -15% | · |
| 40 | Cc1ccccc1N1C(=O)c2ccccc2C1Nc1cccnc1 (stereo not drawn) | · | 0% | -3.1% | 0.5% | 9% | -1% | · | -8% | 6% | 6% |

(next part)
| cpd | smiles | Lipid droplet cells 6.5 µM | SIAH1 antagonists | XIAP antagonists | ER stress rescue | AID2073 | P. falciparum M17LAP | Lipid droplet | LYP phosphatase | NOD2 inhibition | P. falciparum M1AAP |
| --- | --- | --- | --- | --- | --- | --- | --- | --- | --- | --- | --- |
| 41 | CC(C)(C)C(=O)O/N=C(\N)COc1cccc(Cl)c1 | 728 | 2% | · | · | 38% | -6% | 0 | -8% | -25% | 6% |
| 42 | CC1Cc2ccccc2C(=O)N1 (stereo not drawn) | 666 | 6% | -2.5% | -0.1% | -4% | -8% | 26 | -2% | 4% | 5% |
| 43 | CCc1ccccc1NC(=O)Cn1nc(C(F)(F)F)cc1C1CC1 | · | -2% | 3.5% | 0.1% | -12% | -9% | · | -6% | 3% | -4% |
| 44 | O=C(CSc1n[nH]c(-c2cccs2)n1)NCc1cccs1 | · | 1% | -1.7% | 0.7% | 23% | 12% | · | -1% | 3% | 5% |

Source: PubChem

Not all compounds are listed (hit frequency here may not be typical).
